APJ agonist = activates the human apelin receptor APJ; P35414; CHO-K1 APJ PathHunter beta-arrestin, luminescence; 0% DMSO wells, 100% apelin; activation, % at 20 µM; actives 0.11% (n = 330,000);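 active = activation more than six SD over the plate average, tested at 20 µM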;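 also: 0% = DMSO alone and 100% = apelin-13 at 10 nM; some results filed as inactive read as strong as hits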
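Test system: CHO-K1 APJ beta-arrestin complementation cell line | Compound: Single test compound dose, 20 µM final, 1% DMSO | Incubation: Compound 90 min 25 °C, reagent 1 h | Measured by: beta-gal luminescence | Read-out basis: APJ–arrestin association signal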
tim10-1 inh = inhibits growth of tim10-1 mutant yeast | S. cerevisiae tim10-1 ts strain growth, BacTiter-Glo, 24 h | inhibition, % at 20 µM | actives 2.2% (n = 330,000);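 active = inhibition of at least 40%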;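 also: mutant grown at 25 °C; 0% = DMSO wells with yeast and 100% = wells holding no yeast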
CXCR6 block = inhibitors of human CXCR6 receptor; O00574; CHO-K1 PathHunter CXCR6 beta-arrestin, luminescence; inhibition, % at 20 µM; actives 0.36% (n = 360,000); AID 602244; in the data active = inhibition above about 34%, passing the limit was not always enough;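 also: antagonist mode with CXCL16 agonist at 10 nM final; 0% = 10 nM CXCL16 with DMSO and 100% = unstimulated wells without agonist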
UPR XBP1 act = adaptive UPR (XBP1) activation; CHO-XBP1 luciferase reporter, IRE1-XBP1 UPR activation, luminescence; percent of tunicamycin response, DMSO as zero; activation, % at 20 µM; actives 0.33% (n = 330,000);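 active = versus positive control, 20 µM dose yields 30% or more activation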;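 also: 100% = tunicamycin at 10 µg/mL and 0% = DMSO only wells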
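Material: CHO-XBP1 cells stably carrying IRE1-XBP1-driven luciferase reporter | Medium: F12 with 10% serum | Compound dosing: 20 µM single concentration, DMSO 1% | Incubation: Overnight seeding at 37 °C, 6 h compound treatment at 37 °C | Detection: Steady-Glo luminescence read | Read-out basis: % activation of reporter signal versus tunicamycin and DMSO controls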
APJ antagonist = APJ receptor antagonism. P35414. CHO-K1 APJ beta-arrestin complementation, luminescence. inhibition, % at 20 µM. actives 0.32% (n = 330,000). AID 2521;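 active = inhibition above about 40% at 20 µM, limit read from the data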;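 also: cells challenged with 10 nM apelin-13 agonist together with compound; plate controls were apelin-13 plus DMSO wells for no effect and DMSO wells lacking apelin-13 for full effect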
TIM10 inh = growth inhibitors of TIM10 yeast strain; S. cerevisiae TIM10 strain growth, BacTiter-Glo luminescence, 24 h; inhibition, % at 10 µM; actives 1.4% (n = 330,000); AID 463195;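 active = inhibition of 40% or more at the single tested concentration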;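 also: wild-type TIM10 isogenic control strain grown at permissive 25 °C; 0% = DMSO yeast wells and 100% = minimal medium wells without yeast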
CHOP UPR activ = apoptotic UPR (CHOP) activation; CHO-CHOP luciferase reporter, luminescence; percent of tunicamycin response over DMSO baseline; activation, % at 10 µM; actives 0.34% (n = 330,000); AID 449763;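 active = at 10 µM dose, activation of 40% or more, normalized to positive control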;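 also: 100% = tunicamycin at 10 µg/mL and 0% = DMSO alone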
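Evaluation: % reporter activation, DMSO baseline versus tunicamycin full activation; System: CHO-CHOP luciferase reporter cell line; Input: 500 cells/well; Incubation: 6 h compound treatment, 37 °C; Measured by: Steady-Glo luciferase luminescence; Dosing: one dose, 10 µM in 0.5% DMSO; Buffer or medium: F12 medium, 10% FBS; Benchmarks: positive tunicamycin 10 µg/mL, negative DMSO alone.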
Mdm2 MdmX PPI = inhibitors of human Mdm2/MdmX interaction | O15151+Q00987 | SaOS-2 split-luciferase Mdm2/MdmX complementation, luminescence | inhibition, % at 8 µM | actives 3% (n = 330,000) | AID 485346;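 active = inhibition of at least 50% at 8 µM in the primary screen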
Target sequence (O15151 whole entry, looked up): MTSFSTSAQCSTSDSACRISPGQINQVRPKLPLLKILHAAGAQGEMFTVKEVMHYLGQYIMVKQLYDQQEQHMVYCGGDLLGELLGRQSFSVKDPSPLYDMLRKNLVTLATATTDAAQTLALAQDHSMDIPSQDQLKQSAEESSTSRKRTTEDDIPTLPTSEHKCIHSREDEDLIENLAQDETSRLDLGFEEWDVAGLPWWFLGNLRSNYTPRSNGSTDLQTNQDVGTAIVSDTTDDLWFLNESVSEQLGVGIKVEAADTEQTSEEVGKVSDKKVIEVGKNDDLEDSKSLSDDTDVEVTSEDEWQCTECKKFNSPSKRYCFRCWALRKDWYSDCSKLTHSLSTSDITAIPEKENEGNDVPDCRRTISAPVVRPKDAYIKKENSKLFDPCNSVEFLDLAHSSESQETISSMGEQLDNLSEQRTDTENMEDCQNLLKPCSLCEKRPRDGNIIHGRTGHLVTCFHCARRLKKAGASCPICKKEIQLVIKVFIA
Target sequence (Q00987 whole entry, looked up): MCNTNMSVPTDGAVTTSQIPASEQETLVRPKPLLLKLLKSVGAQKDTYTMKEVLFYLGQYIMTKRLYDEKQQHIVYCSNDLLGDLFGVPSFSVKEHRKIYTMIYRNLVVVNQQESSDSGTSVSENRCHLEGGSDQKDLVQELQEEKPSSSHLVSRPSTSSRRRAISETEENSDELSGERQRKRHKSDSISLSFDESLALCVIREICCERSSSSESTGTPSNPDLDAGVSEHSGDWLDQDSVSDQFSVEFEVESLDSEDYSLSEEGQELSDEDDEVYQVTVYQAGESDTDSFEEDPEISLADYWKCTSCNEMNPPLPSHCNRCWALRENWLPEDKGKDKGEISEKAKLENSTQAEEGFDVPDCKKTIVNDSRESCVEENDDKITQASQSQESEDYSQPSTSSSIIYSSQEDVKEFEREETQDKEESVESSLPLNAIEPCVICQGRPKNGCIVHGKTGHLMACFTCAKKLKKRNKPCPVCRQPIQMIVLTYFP
tim23-1 inh = tim23-1 yeast growth inhibition; actives 1.3% (n = 330,000); inhibition, % at 20 µM; AID 463212; S. cerevisiae tim23-1 growth, BacTiter-Glo luminescence, 24 h;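 active = growth inhibition of the mutant yeast at or above 50%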;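 also: temperature-sensitive mutant grown at 25 °C; plate controls were DMSO-treated mutant yeast for no effect and medium wells lacking yeast for full effect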
An asterisk follows results filed as active. Not all compounds are listed; rates above refer to the full screens.

SMILES	APJ agonist	tim10-1 inh	CXCR6 block	UPR XBP1 act	APJ antagonist	TIM10 inh	CHOP UPR activ	Mdm2 MdmX PPI	tim23-1 inh
CCN(CC)CCN(C(=O)/C=C/c1cccs1)c1nc2ccc(C)cc2s1	-1	21	1	-3	8	30	0.2	65*	32
COc1ccc(/C=N/NC(=O)CSc2ccccc2)cc1OC	-3	-13	-8	1	3	-1	3.7	-2	5
COc1ccccc1CNC(=O)CCNC(=O)Cn1cnc2ccccc2c1=O	-4	19	11	-1	0	-11	-1.9	9	-6
COc1ccccc1N(C)S(=O)(=O)c1ccc(C(=O)OCC(=O)NCCC2=CCCCC2)cc1	-3	10	3	-1	-6	26	-1.3	-11	32
CN1C(=O)C(CC(=O)Nc2ccc(F)cc2)N(NC(=O)c2cccc(F)c2)C1=S (stereo not given)	1	-10	-11	-2	10	4	-1.3	4	4
CCOc1ccc2nc(NC(=O)CS(=O)(=O)c3ccc(C)cc3)sc2c1	-1	25	-6	1	8	18	-1.0	10	34
O=C(CN1CCOc2ccccc21)NCc1ccco1	-3	-6	-12	0	-15	1	1.6	15	-1
CCOc1ncccc1C(=O)OCC(=O)Nc1ccc(S(=O)(=O)N2CCCC2)cc1	-3	1	1	-3	0	8	-1.7	27	11
CC(C(=O)O)N1C(=O)c2cccc3cccc1c23 (stereo not given)	4	-19	-3	1	-10	-8	-1.7	14	3
COc1ccc(C2=NN(C(=O)CCC(=O)O)C(c3ccc([N+](=O)[O-])cc3)C2)cc1 (stereo not given)	-1	6	-9	-8	11	5	0.8	23	0

Two consecutive records from above, for reference:
SMILES	APJ agonist	tim10-1 inh	CXCR6 block	UPR XBP1 act	APJ antagonist	TIM10 inh	CHOP UPR activ	Mdm2 MdmX PPI	tim23-1 inh
CC(C(=O)O)N1C(=O)c2cccc3cccc1c23 (stereo not given)	4	-19	-3	1	-10	-8	-1.7	14	3
COc1ccc(C2=NN(C(=O)CCC(=O)O)C(c3ccc([N+](=O)[O-])cc3)C2)cc1 (stereo not given)	-1	6	-9	-8	11	5	0.8	23	0

The main list resumes; the seven compounds before the break are reprinted first.
SMILES	APJ agonist	tim10-1 inh	CXCR6 block	UPR XBP1 act	APJ antagonist	TIM10 inh	CHOP UPR activ	Mdm2 MdmX PPI	tim23-1 inh
COc1ccccc1N(C)S(=O)(=O)c1ccc(C(=O)OCC(=O)NCCC2=CCCCC2)cc1	-3	10	3	-1	-6	26	-1.3	-11	32
CN1C(=O)C(CC(=O)Nc2ccc(F)cc2)N(NC(=O)c2cccc(F)c2)C1=S (stereo not given)	1	-10	-11	-2	10	4	-1.3	4	4
CCOc1ccc2nc(NC(=O)CS(=O)(=O)c3ccc(C)cc3)sc2c1	-1	25	-6	1	8	18	-1.0	10	34
O=C(CN1CCOc2ccccc21)NCc1ccco1	-3	-6	-12	0	-15	1	1.6	15	-1
CCOc1ncccc1C(=O)OCC(=O)Nc1ccc(S(=O)(=O)N2CCCC2)cc1	-3	1	1	-3	0	8	-1.7	27	11
CC(C(=O)O)N1C(=O)c2cccc3cccc1c23 (stereo not given)	4	-19	-3	1	-10	-8	-1.7	14	3
COc1ccc(C2=NN(C(=O)CCC(=O)O)C(c3ccc([N+](=O)[O-])cc3)C2)cc1 (stereo not given)	-1	6	-9	-8	11	5	0.8	23	0
C[C@@H]1C=C(C(=O)NCc2ccccc2)O[C@H](OCc2ccc(CO)cc2)C1	-3	-1	1	0	-49	-6	2.1	-14	3
Cc1ccc(S(=O)(=O)NC2CCCCCCC2)cc1	-2	8	1	-3	5	-17	-1.0	-7	42
CCOc1ccc(-n2cccc2C=O)cc1	4	19	1	-1	-14	0	4.0	0	9
CC1(c2ccccc2)NC(=O)N(CC(=O)N(c2ccccc2)C2CCS(=O)(=O)C2)C1=O (stereo not given)	-2	-4	-3	2	-3	-5	0.4	5	-3
Cc1cc(C)cc(COn2ccnc2)c1	-1	1	2	-2	8	7	-0.7	22	-1
O=C(c1ccc2c(c1)OCCO2)N1CCCC(CNS(=O)(=O)c2cccs2)C1 (stereo not given)	-1	-1	3	-1	-7	-2	-0.4	11	-9
CC[n+]1ccc(C)c2cc(S(=O)C(F)(F)F)ccc21 (stereo not given)	-1	-5	-7	2	-17	-2	-3.4	21	11
COc1cc(NC(=O)c2ccc(C)cc2C)ccc1NC(=O)c1cc2ccccc2o1	6	8	-5	148*	15	-1	56*	84*	14
Cc1cc(NC(=O)CSCC(=O)N(C)Cc2ccc(Cl)c(Cl)c2)no1	-3	-11	8	-1	1	-23	0.1	0	-50
Cc1cccc(C)c1Nc1nnc(SCC(=O)NCc2ccco2)s1	2	2	-6	-4	-11	12	5.1	-9	9
COc1cc(C2=CN(Cc3ccccc3)CCC2=O)cc(OC)c1OC	-2	5	-4	0	11	4	1.5	-12	21
COC(=O)C(Cc1c[nH]c2ccccc12)NC(=O)C(=O)c1c[nH]c2ccccc12 (stereo not given)	0	20	-8	-3	-1	14	2.6	35	26
CN1CCN(C(=O)c2ccc3c(=O)n(Cc4ccco4)c(=S)[nH]c3c2)CC1	-2	8	19	1	5	-10	1.2	-6	4
Cn1c(SCC(=O)NCC2CCCO2)nnc1-c1cccc(NC(=O)c2ccccc2F)c1 (stereo not given)	-3	-4	-1	1	-1	-1	0.3	8	6
Cc1cc(C[n+]2ncsc2N)c2ncccc2c1	-2	2	5	1	-1	-15	-0.6	99*	8
Cc1cc(F)ccc1S(=O)(=O)Nc1ccccc1C(=O)Nc1ncn[nH]1	-5	4	2	-5	15	13	0.1	10	13
CCOC(=O)C1=NNC(C(=O)c2ccc(Cl)cc2)C1c1ccccc1 (stereo not given)	-11	-4	9	-1	49*	-4	-1.0	5	21
CCCCn1nc2cc(C(=O)NC3CCc4ccccc43)ccc2c1OCC (stereo not given)	1	3	5	-2	10	-2	-0.7	17	17
CCCCOc1nc(N2CCOCC2)nc(C)c1[N+](=O)[O-]	-6	-97	-4	-3	-3	-71	1.9	24	-16
O=C(CC1C(=O)Nc2ccccc2N1CC(=O)N1CCCC1)Nc1ccc(Br)cc1 (stereo not given)	-2	14	2	1	-9	7	1.1	-20	10

Single records, from the list above:
Shown for C[C@@H]1C=C(C(=O)NCc2ccccc2)O[C@H](OCc2ccc(CO)cc2)C1 = APJ agonist = -3; tim10-1 inh = -1; CXCR6 block = 1; UPR XBP1 act = 0; APJ antagonist = -49; TIM10 inh = -6; CHOP UPR activ = 2.1; Mdm2 MdmX PPI = -14; tim23-1 inh = 3
Shown for COc1ccc(/C=N/NC(=O)CSc2ccccc2)cc1OC = APJ agonist = -3; tim10-1 inh = -13; CXCR6 block = -8; UPR XBP1 act = 1; APJ antagonist = 3; TIM10 inh = -1; CHOP UPR activ = 3.7; Mdm2 MdmX PPI = -2; tim23-1 inh = 5

The list continues.
SMILES	APJ agonist	tim10-1 inh	CXCR6 block	UPR XBP1 act	APJ antagonist	TIM10 inh	CHOP UPR activ	Mdm2 MdmX PPI	tim23-1 inh
CCCCCNC(=O)C1CCC(Cn2c(=S)[nH]c3ccccc3c2=O)CC1 (stereo not given)	-2	-4	13	1	25	-4	-1.2	6	-8
O=C1COc2ccc(C(=O)COC(=O)CCSc3ccccc3)cc2N1	-6	14	-2	0	8	-6	0.2	3	-3
NC(=O)Oc1cccc(OC(N)=O)c1	-1	-2	6	-1	7	-1	0.6	15	6
Cc1cc(C)cc(N(CC(=O)Nc2ccc(-c3nc4ccc(C)cc4s3)cc2)S(C)(=O)=O)c1	-2	16	12	1	-11	3	5.6	-68	8
O=C1OC(Nc2nc3ccccc3s2)c2ccccc21 (stereo not given)	6	16	2	2	-13	-1	3.5	-44	-1
O=C(O)C1CCN(C(=O)c2csc(-c3ccc4c(c3)CCO4)n2)CC1	-6	3	-1	0	-1	-2	-1.3	-18	-11
Cc1ccc(/C=C2\SC(N)=NC2=O)s1	4	3	7	1	-2	3	-1.3	5	-14
COc1cc(C2c3c([nH]c(=O)[nH]c3=O)Nc3ccc4ccccc4c32)ccc1O (stereo not given)	-3	18	3	-3	5	-2	-0.7	-3	10
CC(C)(C)C(=O)COC(=O)c1cccc(NC(=O)c2ccco2)c1	-3	21	0	3	21	30	3.8	-8	31
C/C(Cn1nnc2ccccc21)=N\OC(=O)c1ccccc1C	0	14	-5	-3	-13	8	-1.2	12	14
O=C(CCc1nc2ccccc2c(=O)[nH]1)N1CCN(C/C=C/c2ccccc2)CC1	-7	20	-5	0	-10	22	6.9	6	13
Cc1ccsc1C(=O)NCC(C)(C)N1CCOCC1	-3	8	-1	-1	-4	6	1.8	5	10
Cc1ccccc1OCCn1cnc2cc([N+](=O)[O-])ccc2c1=O	5	35	-13	2	-33	42*	-0.2	14	28
Cc1nc2ccccc2c(=O)n1/N=C/c1ccc(O)cc1O	-3	14	7	4	-17	-5	0.8	10	17
COc1ccc(NC(=O)N(C)C[C@H]2Oc3ccc(NC(=O)Cn4cnnn4)cc3C(=O)N([C@H](C)CO)C[C@@H]2C)cc1	-1	-2	1	2	1	3	-0.8	26	16

Looked up above:
Entry of Cc1ccsc1C(=O)NCC(C)(C)N1CCOCC1 in tim23-1 inh: 10
Entry of O=C(CCc1nc2ccccc2c(=O)[nH]1)N1CCN(C/C=C/c2ccccc2)CC1 in tim10-1 inh: 20

From PubChem
